Source: PubChem
Xi reactivation: activators of inactive X chromosome reactivation, primary screen, imaging, XiGFP fibroblasts, GFP high-content imaging, set 2. XiGFP mouse fibroblasts, % GFP-positive cells imaging, 3 d; cells co-treated with 5-aza-dC sensitizer; scaled so ellipticine positive control = 100%. activation, % at 7.58 µM. 360,000 compounds, 0.055% hits;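 active means mean normalized replicate activation at least 10% and every replicate at or above 10%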;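 further: 0% = median of on-plate neutral control wells and 100% = ellipticine 6 µM median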
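System: XiGFP fibroblasts, SV40-immortalized. Medium: DMEM plus 5-aza-dC sensitizer. Doses: single point. Timing: 3 d treatment, 15 min room-temperature fixation. Control set: ellipticine 6 µM.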
ERp5 block: inhibitors of ERp5-driven insulin aggregation, primary screen, biochemical, turbidity, absorbance 650 nm, single point. 90 min. Protein disulfide-isomerase A6 (Homo sapiens), Q15084. 350,000 compounds, 0.05% hits. inhibition, % at 9.99 µM;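 active means mean replicate inhibition above about 25%, with every replicate also reaching it, limit read from the data, passing the limit was not always enough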
Target sequence (Q15084 whole entry, looked up): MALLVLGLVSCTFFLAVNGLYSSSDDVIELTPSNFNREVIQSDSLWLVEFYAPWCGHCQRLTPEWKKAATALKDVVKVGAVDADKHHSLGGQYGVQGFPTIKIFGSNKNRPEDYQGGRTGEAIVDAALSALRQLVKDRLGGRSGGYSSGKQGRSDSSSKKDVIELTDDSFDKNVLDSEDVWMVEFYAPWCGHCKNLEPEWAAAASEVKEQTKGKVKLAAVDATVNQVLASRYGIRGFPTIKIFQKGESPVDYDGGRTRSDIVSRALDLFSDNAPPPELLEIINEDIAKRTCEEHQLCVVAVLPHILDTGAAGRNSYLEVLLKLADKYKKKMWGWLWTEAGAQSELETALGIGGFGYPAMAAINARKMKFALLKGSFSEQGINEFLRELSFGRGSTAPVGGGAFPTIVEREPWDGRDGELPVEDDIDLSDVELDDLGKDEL
RAD54 inh: inhibitors of human RAD54 branch migration, primary screen, biochemical, fluorescence, single point | RAD54 Holliday junction branch migration, FAM/BHQ fluorescence | inhibition, % at 10.4 µM | 360,000 compounds, 0.14% hits | DNA repair and recombination protein RAD54-like (Homo sapiens), Q92698 | AID 602329, 2012;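 active means mean normalized replicate activity at least 40 and at least half of replicates scoring 40 or more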;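 further: 0% = median of neutral control wells and 100% = median of positive control wells; inhibitors cause a drop in the FAM fluorescence signal; in these data hits start at about 50%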
esBAF inh: Bmi1 luciferase reporter increase in mESCs, primary screen, esBAF inhibitor project, mouse ES cells, Bmi1 luciferase knock-in, single point | 24 h; 100% = twice the neutral-well signal | AID 602393, 2012 | reporter increase, % at 12.5 µM | 350,000 compounds, 2% hits; in the data active means activation above about 40%;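 further: 0% = median of the plate's neutral control wells and 100% = double that signal; a rise in the Bmi1 reporter signal indicates esBAF inhibition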
ERAP1 HTS inh: human ERAP1 aminopeptidase inhibitors, primary screen, biochemical, single point, plate reader; inhibition, % at 10.7 µM; Endoplasmic reticulum aminopeptidase 1 (Homo sapiens), Q9NZ08; recombinant ERAP1, Leu-AMC fluorescence, 60 min; 340,000 compounds, 0.15% hits;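 active means mean replicate inhibition of at least 30%, or all replicates individually reaching that 30% level; inactive means mean below 30% and not every replicate reaching it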;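 further: 0% = neutral control wells and 100% = L-leucinethiol positive control wells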
E-sel inducer: E-selectin induction in HUVECs, primary screen, imaging, HUVEC, immunofluorescence imaging, single point; activation, % at 7.58 µM; P16581; AID 686992, 2013; 260,000 compounds, 0.37% hits; normalized: neutral wells 0, TNF-alpha wells 100;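 active means mean E-selectin-positive cell signal at least 10% of the positive control, reached in at least 60% of replicates, without over 20% cell loss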;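 further: in these data hits start at about 27%; measured in HUVEC primary endothelial cells; signal is the percent of cells scored E-selectin positive by PE staining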
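material = human umbilical vein endothelial cells (HUVEC), E-selectin induction | quantity = 3,000 cells/well | medium = EGM-2 growth medium on 0.1% gelatin-coated wells | technique = immunofluorescence imaging | read-out basis = % PE-positive cells | control set = TNF-alpha positive control, DMSO neutral control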
RAD52 inh: RAD52 DNA annealing inhibitors, primary screen, biochemical, FRET, single point, set 2 | DNA repair protein RAD52 homolog (Homo sapiens), P43351 | recombinant RAD52 DNA annealing, FRET fluorescence | inhibition, % at 18.7 µM | 360,000 compounds, 0.46% hits;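 active means every replicate showing at least 50% inhibition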
Target sequence (P43351 whole entry, looked up): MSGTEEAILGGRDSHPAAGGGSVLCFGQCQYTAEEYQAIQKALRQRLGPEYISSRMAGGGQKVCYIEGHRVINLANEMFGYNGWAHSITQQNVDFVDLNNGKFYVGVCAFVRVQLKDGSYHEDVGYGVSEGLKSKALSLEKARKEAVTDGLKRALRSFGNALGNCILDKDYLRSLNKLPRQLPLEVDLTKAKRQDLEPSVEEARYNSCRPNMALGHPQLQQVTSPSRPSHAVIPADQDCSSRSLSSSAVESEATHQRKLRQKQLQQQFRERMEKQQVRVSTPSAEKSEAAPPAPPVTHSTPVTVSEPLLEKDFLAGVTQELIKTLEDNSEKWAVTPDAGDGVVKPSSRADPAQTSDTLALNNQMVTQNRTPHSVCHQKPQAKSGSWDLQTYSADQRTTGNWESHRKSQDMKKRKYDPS
S100A4 MyoIIA: inhibitors of S100A4-myosin IIA peptide binding, primary screen, biochemical, fluorescence polarization, TAMRA-MyoIIA peptide; inhibition, % at 10.7 µM; 360,000 compounds, 0.14% hits;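 active means mean inhibition of at least 70% across replicates, with every replicate also reaching that level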
Target sequence (P26447 whole entry, looked up): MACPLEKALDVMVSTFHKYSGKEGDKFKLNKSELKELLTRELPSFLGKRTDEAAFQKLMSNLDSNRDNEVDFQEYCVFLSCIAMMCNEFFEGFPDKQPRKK
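Material: S100A4 monomer protein | Medium: HEPES pH 7.2 with CaCl2, KCl, NaCl, DTT, Triton | Reagent: Labelled myosin peptide probe, 5 nM | Doses: One dose per compound | Times: 5 min incubation before reading | Benchmarks: Neutral control DMSO, positive control TFP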
* hit, by the source's call; nt = not tested or not shown.

Below each compound: Xi reactivation, RAD52 inh, ERAP1 HTS inh, RAD54 inh, ERp5 block, E-sel inducer, esBAF inh, S100A4 MyoIIA
C[C@H]1CN([C@@H](C)CO)C(=O)CCCn2nncc2CO[C@H]1CN(C)S(=O)(=O)c1cn(C)cn1
→ 0.2, 10, -1, 2, 1, 0.0, 0, -2
Cc1cc(C)c(N=C2SCC(=O)N2Cc2ccco2)c(C)c1
→ -0.1, -24, 0, -2, 1, -0.2, nt, 1
COC(=O)C1=C(C)NC(C)=C(C(=O)OC)C1c1ccccn1
→ nt, 6, 4, -2, 5, nt, -2, 2
CCCNC(=O)[C@@H]1[C@@H](CO)[C@@H]2Cn3c(cccc3=O)[C@@H]2N1CC1CCCCC1
→ 0.0, 1, -2, 0, -2, -0.3, 0, 2
C/C(=N\OC(=O)c1c(-c2ccccc2Cl)noc1C)c1nccs1
→ 0.0, -2, -9, nt, 0, nt, nt, 3
CCCNCC(=O)Nc1cccc(S(=O)(=O)NC2=NCCCCC2)c1
→ 0.0, -5, 0, -10, 8, 1.0, 0, 2
CN(C)C1=NC[C@H](Cc2ccccc2)N1CCc1ccc(F)cc1
→ -0.3, -2, -1, 1, 1, -0.1, -4, -6
CC(C)(C)NC(=O)NC(=O)C[n+]1ccc(Cc2ccc([N+](=O)[O-])cc2)cc1
→ 0.2, 3, -3, -1, 5, 0.1, -6, 4
CCOc1ccccc1N/C(=C(/C(Cl)=C(Cl)Cl)[N+](=O)[O-])n1cncn1
→ nt, -17, 2, -4, 2, nt, 4, -9
C[C@@H]1CN([C@H](C)CO)S(=O)(=O)c2ccc(-c3ccncc3)cc2O[C@H]1CN(C)C
→ 0.0, -12, 2, -2, 2, 0.5, 3, 1
O=C(NCCNC(=O)c1ccc(Cl)cc1Cl)c1cnccn1
→ 0.2, 3, 1, nt, 1, 0.0, -3, 2
Cc1noc(C)c1NC(=O)N(C)C[C@@H]1Oc2c(NC(=O)C3CC3)cccc2C(=O)N([C@@H](C)CO)C[C@H]1C
→ 0.0, -5, 0, 1, -1, -0.2, -5, -3
CCOc1ccc(NC(=O)CN(C)C(=O)c2cc(-c3ccncc3)nc3ccccc23)cc1OCC
→ 0.2, -1, 1, 2, 3, -0.2, 5, 7
COc1ccc(-c2csc3nc(C(C)(C)C)oc(=O)c23)cc1OC
→ 0.0, -10, 1, nt, 2, 1.4, nt, -3
Nc1nc(SCC(=O)Nc2ccccc2)[nH]c(=O)c1-c1ccccc1
→ nt, -8, -1, -1, 1, nt, 17, 1
COC(=O)C1CCN(C2CN(Cc3ccccc3)S(=O)(=O)C2)CC1 (configuration not stated)
→ 0.3, -11, 4, -2, 1, -0.1, 4, 6
CSc1ccc(C(O)c2ncc(-c3ccccc3F)[nH]2)cc1 (configuration not stated)
→ 0.0, -5, 10, 3, 10, 0.3, 30, 1
CCCNC(=O)N1C[C@H]2[C@@H](c3ccccc31)[C@@H](CO)N2C(=O)c1ccncc1
→ 0.0, -12, -1, 11, 2, 0.8, -6, 2
Cc1cccc(C)c1NC(=O)CSC(=O)c1sc2ccccc2c1Cl
→ -0.1, 4, 0, nt, 1, 1.6, nt, -1
CC(=O)Nc1cccc(C(=O)OCC(=O)NNC(=O)c2cccs2)c1
→ -0.1, 2, -6, 0, 3, nt, -4, 0

An excerpt of these results, bar-delimited:
SMILES | Xi reactivation | RAD52 inh | ERAP1 HTS inh | RAD54 inh | ERp5 block | E-sel inducer | esBAF inh | S100A4 MyoIIA
C[C@H]1CN([C@@H](C)CO)C(=O)CCCn2nncc2CO[C@H]1CN(C)S(=O)(=O)c1cn(C)cn1 | 0.2 | 10 | -1 | 2 | 1 | 0.0 | 0 | -2
Cc1cc(C)c(N=C2SCC(=O)N2Cc2ccco2)c(C)c1 | -0.1 | -24 | 0 | -2 | 1 | -0.2 | nt | 1
COC(=O)C1=C(C)NC(C)=C(C(=O)OC)C1c1ccccn1 | nt | 6 | 4 | -2 | 5 | nt | -2 | 2
CCCNC(=O)[C@@H]1[C@@H](CO)[C@@H]2Cn3c(cccc3=O)[C@@H]2N1CC1CCCCC1 | 0.0 | 1 | -2 | 0 | -2 | -0.3 | 0 | 2
C/C(=N\OC(=O)c1c(-c2ccccc2Cl)noc1C)c1nccs1 | 0.0 | -2 | -9 | nt | 0 | nt | nt | 3
CCCNCC(=O)Nc1cccc(S(=O)(=O)NC2=NCCCCC2)c1 | 0.0 | -5 | 0 | -10 | 8 | 1.0 | 0 | 2
CN(C)C1=NC[C@H](Cc2ccccc2)N1CCc1ccc(F)cc1 | -0.3 | -2 | -1 | 1 | 1 | -0.1 | -4 | -6
CC(C)(C)NC(=O)NC(=O)C[n+]1ccc(Cc2ccc([N+](=O)[O-])cc2)cc1 | 0.2 | 3 | -3 | -1 | 5 | 0.1 | -6 | 4
CCOc1ccccc1N/C(=C(/C(Cl)=C(Cl)Cl)[N+](=O)[O-])n1cncn1 | nt | -17 | 2 | -4 | 2 | nt | 4 | -9
C[C@@H]1CN([C@H](C)CO)S(=O)(=O)c2ccc(-c3ccncc3)cc2O[C@H]1CN(C)C | 0.0 | -12 | 2 | -2 | 2 | 0.5 | 3 | 1
O=C(NCCNC(=O)c1ccc(Cl)cc1Cl)c1cnccn1 | 0.2 | 3 | 1 | nt | 1 | 0.0 | -3 | 2

Continued.
Below each compound: Xi reactivation, RAD52 inh, ERAP1 HTS inh, RAD54 inh, ERp5 block, E-sel inducer, esBAF inh, S100A4 MyoIIA
O=C(Nc1ccc(-n2cccn2)cc1)C1CCCCN1Cc1cccc2c1OCO2 (configuration not stated)
→ 0.6, 1, 3, -1, -8, 0.7, -18, -6
CC(C)C(NC(=O)c1ccccc1)C(=O)NCCc1ccccc1 (configuration not stated)
→ 0.0, -11, nt, nt, 4, -0.4, 0, 3
C[C@H]1CN([C@@H](C)CO)C(=O)c2cc(C3=CCCC3)cnc2O[C@H]1CN(C)C(=O)C1CCC1
→ -1.0, -10, 2, 4, -8, 1.3, 0, 0
COCCCn1cnn2c(=O)c3ccccc3nc2c1=O
→ 0.2, -16, 1, nt, 5, -0.1, nt, -1
C[C@@H]1CN([C@@H](C)CO)C(=O)c2cc(-c3cncnc3)cnc2O[C@@H]1CN(C)Cc1cncnc1
→ 0.1, 2, -2, -4, -7, -0.2, 1, -6
Cc1ccc(NC(=O)Cc2ccccc2F)cc1S(=O)(=O)N1CCCCCC1
→ -0.6, 0, 1, 3, -5, -0.6, -14, -7
CCOC(=O)C1CCCCN1C(=O)CCc1nnc(-c2ccc3c(c2)OCO3)o1 (configuration not stated)
→ 0.5, -10, 1, 8, -13, -0.6, 38, -4
CC(NC(=O)c1ccc(S(=O)(=O)C(F)F)cc1)c1ccccc1 (configuration not stated)
→ 0.0, -10, -3, -9, -2, 3.5, -6, -3
O=c1[nH]c2ccccc2nc1/C=C/c1ccc(O)cc1
→ 0.0, -26, 3, -1, 0, 6.4, 51*, -6
COCC#Cc1ccc2c(c1)O[C@H](CN(C)C(=O)C1CCCCC1)[C@@H](C)CN([C@H](C)CO)S2(=O)=O
→ -1.1, -10, 2, -3, 0, 0.2, -4, -1
CCCCN1C(Nc2ccccc2)=NC[C@@H]1CC(C)C
→ 0.7, -4, -4, -7, 7, 0.0, 0, 3
C=CCN1c2ccccc2Sc2cnccc21
→ 0.2, -15, 2, 14, -1, 0.2, -4, 17
CN(C(=O)CSc1nc2ccccc2n1C)C1CCS(=O)(=O)C1 (configuration not stated)
→ -0.1, -5, 6, -3, -2, nt, 0, 0
CCCCNC(=O)c1ccc(CS(=O)(=O)c2ccccc2OC)o1
→ 0.0, -2, -1, -6, 1, 0.0, 3, 4
C[C@@H]1CN([C@@H](C)CO)S(=O)(=O)c2ccc(C#CC3CCCC3)cc2O[C@@H]1CN(C)Cc1cncnc1
→ -0.2, -4, -1, -2, 0, -0.1, 7, -1
CCC(=O)OCC(=O)Nc1cc([N+](=O)[O-])ccc1Cl
→ 0.4, -4, 1, nt, 4, 3.8, nt, -8
O=C(COC(=O)Cc1ccsc1)Nc1ccc(Cl)c(S(=O)(=O)N2CCOCC2)c1
→ 0.0, -6, -2, 3, -5, nt, nt, 6
CCOc1ccc(-n2c(C)cc(C(=O)NS(=O)(=O)c3ccc(C)cc3)c2C)cc1
→ 0.0, -19, -2, -4, 1, -0.1, -2, -4
CC(=O)NC(Cc1c[nH]c2ccccc12)C(=O)OCC(=O)N1CCCCCC1 (configuration not stated)
→ 1.0, -20, -3, 6, 1, 1.9, 7, 4
COc1ccc(NS(=O)(=O)c2ccc(-n3cnnn3)cc2)cc1OC
→ 0.1, 0, 1, -10, 1, nt, 4, -1
COc1ccc(CN(C)C[C@H]2Oc3ccc(NC(=O)Cc4cn(C)c5ccccc45)cc3CC(=O)N([C@H](C)CO)C[C@H]2C)cc1
→ 0.0, -3, 3, -3, -5, -0.3, -4, 3
CSc1ccccc1NC(=O)CN(C)C(=O)c1ccc(-n2cccn2)cc1
→ -0.1, -11, -1, -2, -3, nt, -2, -1
O=C(Nc1ccccc1F)N1CCCC1c1cccnc1 (configuration not stated)
→ 0.0, -16, -1, nt, -5, nt, 2, 0
C[C@H](CO)N1C[C@H](C)[C@H](CN(C)C(=O)Nc2cccc3ccccc23)Oc2ccc(NC(=O)CCC(F)(F)F)cc2C1=O
→ 0.1, -6, 1, 5, 1, 3.5, 0, 5
CCCCn1c(N)c(N(CC(C)C)C(=O)C2=NN(c3ccccc3)C(=O)CC2)c(=O)[nH]c1=O
→ 0.0, -16, 3, -6, 9, nt, 1, -2
CCOc1ncnc2c1sc1nc(C)cc(C)c12
→ 0.1, 0, -2, nt, -2, 0.0, 7, -4
O=C(CC(c1ccccc1)c1ccccc1O)NCc1ccccc1 (configuration not stated)
→ 0.0, -13, -4, nt, -6, nt, -1, -4
Cc1cc(C)nc(/N=C(\N)Nc2ccccc2-c2ccccc2)n1
→ 0.0, 25, 8, nt, -3, nt, nt, -2
C[C@@H]1CN([C@H](C)CO)C(=O)Cc2cc(NS(=O)(=O)c3ccc(F)cc3)ccc2O[C@H]1CN(C)S(C)(=O)=O
→ -1.1, -4, 5, -9, -15, 0.1, 5, 9
O=C1CN(C(=O)COC(=O)[C@@H]2CCCN2S(=O)(=O)c2ccc(Cl)cc2)c2ccccc2N1
→ -0.1, 0, 2, 4, -1, nt, -2, -1
Cc1ccc(S(C)(=O)=NC(=O)c2cc(C)on2)cc1 (configuration not stated)
→ 0.4, 1, 3, nt, 1, 1.7, -6, -34
CO[C@@H]1CN(C)C(=O)c2cc(NC(=O)C3CC3)ccc2OC[C@H](C)N(C)C[C@@H]1C
→ 0.4, -6, 0, 4, 6, -0.1, -5, -28
N#Cc1c(N)nc2c(c1-c1cccnc1)CCCCC2
→ nt, -3, 4, -29, 0, nt, -4, -1
COc1cc(C(=O)Nc2ccc(S(=O)(=O)N3CCCCC3)cc2)ccc1OCC(=O)N1CCOCC1
→ 0.1, -10, -2, -2, -2, 0.4, 13, -3
